PABP1 MLLE inh = blocks PAM2 peptide binding to the PABP1 MLLE domain; P11940; GST-MLLE / FITC-PAM2 fluorescence polarization; inhibition, % at 20 µM; 0.36% of 360,000 active; AID 588489; in the data active = inhibition above about 35%, passing the limit was not always enough;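 also: plate controls were DMSO wells with GST-MLLE for no effect and wells lacking GST-MLLE protein for full effect; some results filed as inactive read as strong as hits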
Neddyl block = inhibitors of human cullin neddylation; P61081+Q13564; TR-FRET cullin neddylation, biochemical; calls only at 25 µM; 0.58% of 360,000 active; AID 651699; in the data active = inhibition above about 36%
SKN-1 block = inhibitors of C. elegans SKN-1. AID 624304. C. elegans VP596 Pgst-4::GFP/RFP ratio, acrylamide-induced, 24 h. inhibition, % at 21.8 µM. 0.49% of 360,000 active;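 active = interference check ratio from 0.5 to 1.5 plus GFP to RFP signal ratio inhibition reaching or exceeding a fixed threshold, cut at about 30% in these data, passing the limit was not always enough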; also: some compounds called inactive have numbers as strong as hits
Rpn11 block = Rpn11 (human) deubiquitinase inhibition. O00487. human 26S proteasome, Ub4-pepOG fluorescence polarization; 20S core pre-blocked with epoxomicin. 0.59% of 360,000 active. calls only at 20 µM;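 active = inhibition at 20 µM, scaled to each plate's controls, above about 33%, limit read from the data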
MT1-MMP act inh = blocks activation of human MT1-MMP. P50281. HT1080 RFP-PRO-GFP cells, GFP/RFP ratio fluorescence, overnight; percent of plate control window, DMSO zero. GFP/RFP ratio change, % at 20 µM. 0.061% of 360,000 active;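 active = GFP/RFP ratio change of at least 30% with cell ATP level not reduced by more than half and red fluorescence within 50% of control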; also: strong numbers were not always called active
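Assay system: HT1080 cells carrying an RFP-PRO-GFP reporter | Dosing: Single dose of 20 µM compound, 1% DMSO final | Incubation: Cells overnight before dosing, compound overnight, 37 °C, 5% CO2 | Evaluation: GFP/RFP fluorescence ratio | Control set: DMSO and RFP-L50D-GFP cell wells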
FAS TE block = blocks the thioesterase domain of human fatty acid synthase; recombinant FAS-TE, OMFH fluorogenic substrate, fluorescence endpoint; inhibition, % at 15 µM; 0.67% of 360,000 active;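 active = compounds whose normalised, plate-corrected inhibition of enzyme fluorescence in the single-dose primary screen is 50% or more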;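 also: 0% = DMSO with enzyme and 100% = substrate without enzyme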
Rin1-Abl PPI inh = blocks binding of human Rin1 to Abl. TR-FRET Rin1/Abl binding, biochemical. inhibition, % at 7.35 µM. AID 588664. P00519+Q13671. 0.4% of 360,000 active; in the data active = inhibition above about 5%, passing the limit was not always enough
NadD block = inhibitors of Staphylococcus aureus NadD; inhibition, % at 20 µM; purified NadD enzyme, colorimetric absorbance read-out; 0.78% of 360,000 active; in the data active = inhibition above about 26%; also: some compounds past the cut are filed as inactive
CSN deneddyl inh = blocks human CSN-mediated cullin deneddylation; Purified CSN, SCF-Nedd8-OG deneddylation, fluorescence polarization; inhibition, % at 12.5 µM; 0.38% of 360,000 active;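 active = pattern-corrected inhibition above about 35%, with an unprinted fluorescence ratio check between 0.5 and 1.5, limit read from the data, passing the limit was not always enough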;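 also: 0% = enzyme with substrate and 100% = substrate without enzyme; some results filed as inactive read as strong as hits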
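assay system = purified human Csn5 enzyme expressed in HEK293T cells | amount = 0.24 nM enzyme | buffer or medium = Tris/NaCl/DTT buffer, pH 7.5 | reagent = 10 nM SCFSkp2-Nedd8OG | compound = one concentration, 12.5 µM, 0.25% DMSO | times = 90 min reaction at room temperature | signal = FP | read-out basis = % inhibition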
An asterisk follows results filed as active. Compounds as they come; overall some 3.9% were active at least once.

What do the screens show for `COc1cccc(C(=O)Nc2cccc(-c3ccc4nncn4n3)c2)c1OC`?
PABP1 MLLE inh: 9; Neddyl block: inactive; SKN-1 block: -18; Rpn11 block: inactive; MT1-MMP act inh: 14; FAS TE block: -2; Rin1-Abl PPI inh: -2; NadD block: -3; CSN deneddyl inh: -1

Results for CCOc1ccccc1N(CC(=O)NC1CCCCC1)C(=O)CCC(=O)Nc1cc(C)ccn1 ?
PABP1 MLLE inh: 4; Neddyl block: inactive; SKN-1 block: 14; Rpn11 block: inactive; MT1-MMP act inh: -3; FAS TE block: 0; Rin1-Abl PPI inh: 4; NadD block: 0; CSN deneddyl inh: -3

How did Cc1ccc(S(=O)(=O)NCc2ccccc2)cc1C(=O)NC1CCCCC1 do in these assays?
PABP1 MLLE inh: 2; Neddyl block: inactive; SKN-1 block: 20; Rpn11 block: inactive; MT1-MMP act inh: -2; FAS TE block: -3; Rin1-Abl PPI inh: 4; NadD block: 0; CSN deneddyl inh: 1

Results for COC(=O)C1C(c2ccccc2)C=CC(c2ccccc2)C1C(=O)O (stereo unspecified) ?
PABP1 MLLE inh: -3; Neddyl block: inactive; SKN-1 block: -9; Rpn11 block: inactive; MT1-MMP act inh: -1; FAS TE block: -6; Rin1-Abl PPI inh: -3; NadD block: -6; CSN deneddyl inh: 2

What do the screens show for `COc1ccc(N(C)S(=O)(=O)c2cccc(C(=O)N3CCN(c4ccccc4)CC3)c2)cc1`?
PABP1 MLLE inh: -5; Neddyl block: inactive; SKN-1 block: 14; Rpn11 block: inactive; MT1-MMP act inh: 7; FAS TE block: 17; Rin1-Abl PPI inh: -3; NadD block: 2; CSN deneddyl inh: -5

What do the screens show for `Cc1ccc(NC(=O)COC(=O)CN2C(=O)NC3(CCCC3)C2=O)cc1F`?
PABP1 MLLE inh: -2; Neddyl block: inactive; SKN-1 block: -9; Rpn11 block: inactive; MT1-MMP act inh: 6; FAS TE block: -7; Rin1-Abl PPI inh: 5; NadD block: -4; CSN deneddyl inh: 0

Results for COc1cc(C(=O)N2CCCC(c3cc(C(=O)NCc4ccccc4)no3)C2)cc(OC)c1C (stereo unspecified) ?
PABP1 MLLE inh: 8; Neddyl block: inactive; SKN-1 block: 2; Rpn11 block: inactive; MT1-MMP act inh: 4; FAS TE block: -3; Rin1-Abl PPI inh: 6; NadD block: -6; CSN deneddyl inh: 4

Results for COc1cc2c(c(OC)c1)C(c1ccncc1)CC(=O)N2 (stereo unspecified) ?
PABP1 MLLE inh: 7; Neddyl block: inactive; SKN-1 block: -2; Rpn11 block: inactive; MT1-MMP act inh: 1; FAS TE block: -6; Rin1-Abl PPI inh: 2; NadD block: 0; CSN deneddyl inh: -5

What do the screens show for `C[C@@H]1CN([C@@H](C)CO)C(=O)c2cc(Br)cnc2O[C@@H]1CN(C)C(=O)CN(C)C`?
PABP1 MLLE inh: -2; Neddyl block: inactive; SKN-1 block: -6; Rpn11 block: inactive; MT1-MMP act inh: 3; FAS TE block: -9; Rin1-Abl PPI inh: 1; NadD block: -3; CSN deneddyl inh: -3

What do the screens show for `c1ccc(OCCCCn2cnc3ccccc32)cc1`?
PABP1 MLLE inh: -10; Neddyl block: inactive; SKN-1 block: -8; Rpn11 block: inactive; MT1-MMP act inh: -6; FAS TE block: -4; Rin1-Abl PPI inh: -2; NadD block: 7; CSN deneddyl inh: 1

Results for CN(/N=C/C=C/c1ccccc1)c1cc(=O)n(C)c(=O)[nH]1 ?
PABP1 MLLE inh: 1; Neddyl block: inactive; SKN-1 block: 15; Rpn11 block: inactive; MT1-MMP act inh: 9; FAS TE block: 4; Rin1-Abl PPI inh: -2; NadD block: -6; CSN deneddyl inh: -3

How did CCN1/C(=C\C=C2\C(=O)N(C)C(=S)N2C)Sc2ccccc21 do in these assays?
PABP1 MLLE inh: -49; Neddyl block: inactive; SKN-1 block: 31; Rpn11 block: active; MT1-MMP act inh: 18; FAS TE block: -7; Rin1-Abl PPI inh: 0; NadD block: 10; CSN deneddyl inh: 9

Results for CC(C)NC(=O)N(C)C[C@H]1OCCCC[C@@H](C)Oc2ccc(NC(=O)C3CCCCC3)cc2C(=O)N([C@H](C)CO)C[C@@H]1C ?
PABP1 MLLE inh: -18; Neddyl block: inactive; SKN-1 block: -5; Rpn11 block: inactive; MT1-MMP act inh: 4; FAS TE block: -6; Rin1-Abl PPI inh: 1; NadD block: 4; CSN deneddyl inh: -1

What do the screens show for `c1ccc(CN2CCC3(CCCc4ccccc43)CC2)cc1`?
PABP1 MLLE inh: 14; Neddyl block: inactive; SKN-1 block: -7; Rpn11 block: inactive; MT1-MMP act inh: 1; FAS TE block: -3; Rin1-Abl PPI inh: 4; NadD block: -1; CSN deneddyl inh: -2

What do the screens show for `O=C(O)/C(=C\c1ccc(C(F)(F)F)cc1)c1ccc(S(=O)(=O)N2CCCC2)s1`?
PABP1 MLLE inh: -11; Neddyl block: inactive; SKN-1 block: 6; Rpn11 block: inactive; MT1-MMP act inh: -1; FAS TE block: -1; Rin1-Abl PPI inh: 3; NadD block: 4; CSN deneddyl inh: 0

What do the screens show for `CCOC(=O)C1CCN(S(=O)(=O)c2ccc(CC)cc2)CC1`?
PABP1 MLLE inh: -3; Neddyl block: inactive; SKN-1 block: 0; Rpn11 block: inactive; MT1-MMP act inh: 6; FAS TE block: 4; Rin1-Abl PPI inh: -2; NadD block: -10; CSN deneddyl inh: 1

Results for Cc1cccc(CSc2nnc3c(n2)[nH]c2ccccc23)c1 ?
PABP1 MLLE inh: 11; Neddyl block: inactive; SKN-1 block: -6; Rpn11 block: inactive; MT1-MMP act inh: 5; FAS TE block: -4; Rin1-Abl PPI inh: -2; NadD block: 6; CSN deneddyl inh: 4

How did Cc1noc(NS(=O)(=O)c2ccc(NC(=O)c3ccc(Br)o3)cc2)c1C do in these assays?
PABP1 MLLE inh: 2; Neddyl block: inactive; SKN-1 block: 5; Rpn11 block: inactive; MT1-MMP act inh: 4; FAS TE block: -8; Rin1-Abl PPI inh: 0; NadD block: -4; CSN deneddyl inh: 0

What do the screens show for `CC(=O)C1=C(C)Nc2ncnn2C1c1cccc(OCc2ccccc2)c1` (stereo unspecified)?
PABP1 MLLE inh: 18; Neddyl block: inactive; SKN-1 block: -18; Rpn11 block: inactive; MT1-MMP act inh: 0; FAS TE block: -5; Rin1-Abl PPI inh: -2; NadD block: -2; CSN deneddyl inh: 2

How did NC(Cc1ccc(Cl)cc1)c1csc(Nc2ccc(-c3ccccc3)nn2)n1 (stereo unspecified) do in these assays?
PABP1 MLLE inh: 4; Neddyl block: inactive; SKN-1 block: 1; Rpn11 block: inactive; MT1-MMP act inh: -2; FAS TE block: -7; Rin1-Abl PPI inh: -3; NadD block: 24; CSN deneddyl inh: -1

What do the screens show for `O=C1NC(=O)/C(=C/c2cccc([N+](=O)[O-])c2)N1`?
PABP1 MLLE inh: -23; Neddyl block: inactive; SKN-1 block: -6; Rpn11 block: inactive; MT1-MMP act inh: 3; FAS TE block: 3; Rin1-Abl PPI inh: -2; NadD block: -2; CSN deneddyl inh: 1

Results for COC(=O)C(Oc1ccc2c(-c3ccc(OC)cc3)cc(=O)oc2c1)c1ccccc1 (stereo unspecified) ?
PABP1 MLLE inh: 7; Neddyl block: inactive; SKN-1 block: 7; Rpn11 block: inactive; MT1-MMP act inh: -5; FAS TE block: 34; Rin1-Abl PPI inh: 1; NadD block: -7; CSN deneddyl inh: -11

What do the screens show for `COc1cc(CN2CCC(C(=O)N3CCN(c4ccccc4F)CC3)CC2)cc(OC)c1O`?
PABP1 MLLE inh: 1; Neddyl block: inactive; SKN-1 block: -31; Rpn11 block: inactive; MT1-MMP act inh: -6; FAS TE block: -9; Rin1-Abl PPI inh: -1; NadD block: 0; CSN deneddyl inh: 3

How did O=C(O)c1cccnc1C(=O)c1ccccc1 do in these assays?
PABP1 MLLE inh: -4; Neddyl block: inactive; SKN-1 block: -7; Rpn11 block: inactive; MT1-MMP act inh: 3; FAS TE block: 2; Rin1-Abl PPI inh: -2; NadD block: -7; CSN deneddyl inh: -4

How did O=C(O)CCCNC(=O)/C(=C\c1ccc(Cl)cc1)NC(=O)c1ccccc1Br do in these assays?
PABP1 MLLE inh: 0; Neddyl block: inactive; SKN-1 block: 3; Rpn11 block: inactive; MT1-MMP act inh: 4; FAS TE block: 0; Rin1-Abl PPI inh: -1; NadD block: 1; CSN deneddyl inh: -8

How did O=C(N/N=C/c1ccc2cccnc2c1)c1nc2ccccc2c(=O)[nH]1 do in these assays?
PABP1 MLLE inh: -5; Neddyl block: active; SKN-1 block: -7; Rpn11 block: inactive; MT1-MMP act inh: 7; FAS TE block: -3; Rin1-Abl PPI inh: 0; NadD block: 2; CSN deneddyl inh: -2

Results for CN(CCCNC(=O)c1cccc(N2CCCC2=O)c1)c1ccccc1 ?
PABP1 MLLE inh: -12; Neddyl block: inactive; SKN-1 block: 8; Rpn11 block: inactive; MT1-MMP act inh: 2; FAS TE block: 1; Rin1-Abl PPI inh: -2; NadD block: -3; CSN deneddyl inh: -3

How did COc1ccccc1C=NN=C(N)C(N)=NN=Cc1ccccc1OC do in these assays?
PABP1 MLLE inh: -28; Neddyl block: inactive; SKN-1 block: 8; Rpn11 block: inactive; MT1-MMP act inh: 1; FAS TE block: 7; Rin1-Abl PPI inh: -2; NadD block: 5; CSN deneddyl inh: -6

What do the screens show for `COc1ccc2[nH]c(CN3CCN(CC(C)C)C(CCO)C3)c(C)c2c1` (stereo unspecified)?
PABP1 MLLE inh: 0; Neddyl block: inactive; SKN-1 block: 4; Rpn11 block: inactive; MT1-MMP act inh: -1; FAS TE block: -2; Rin1-Abl PPI inh: -4; NadD block: -1; CSN deneddyl inh: -6

How did CCC(C(=O)NC(C)(C)C)N(C(=O)Cn1nnc(-c2cccs2)n1)c1cnc2ccccc2c1 (stereo unspecified) do in these assays?
PABP1 MLLE inh: 1; Neddyl block: inactive; SKN-1 block: 12; Rpn11 block: inactive; MT1-MMP act inh: -5; FAS TE block: 5; Rin1-Abl PPI inh: 1; NadD block: -4; CSN deneddyl inh: 2

What do the screens show for `COC(=O)c1ccc(-n2nnnc2SCc2nn[nH]n2)cc1`?
PABP1 MLLE inh: -2; Neddyl block: inactive; SKN-1 block: -14; Rpn11 block: inactive; MT1-MMP act inh: -2; FAS TE block: -7; Rin1-Abl PPI inh: 4; NadD block: -4; CSN deneddyl inh: 5

Already shown: entries from further up.
How did COc1ccccc1C=NN=C(N)C(N)=NN=Cc1ccccc1OC do in these assays?
PABP1 MLLE inh: -28; Neddyl block: inactive; SKN-1 block: 8; Rpn11 block: inactive; MT1-MMP act inh: 1; FAS TE block: 7; Rin1-Abl PPI inh: -2; NadD block: 5; CSN deneddyl inh: -6

What do the screens show for `COc1ccc2[nH]c(CN3CCN(CC(C)C)C(CCO)C3)c(C)c2c1` (stereo unspecified)?
PABP1 MLLE inh: 0; Neddyl block: inactive; SKN-1 block: 4; Rpn11 block: inactive; MT1-MMP act inh: -1; FAS TE block: -2; Rin1-Abl PPI inh: -4; NadD block: -1; CSN deneddyl inh: -6

Source: PubChem
